TRPC4 agonist: opens the mouse TRPC4 cation channel | Q9QUQ5 | HEK293 TRPC4beta/mu-opioid, Fluo4 calcium fluorescence; hits give high values | B-score at 10 µM | 310,000 compounds, 0.49% hits | AID 2237;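 active means B-score above 5 SD of library B-scores, and initial fluorescence ratio not above library mean plus 5 SD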;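 further: positive B-score marks a calcium rise read as TRPC4 activation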
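Test system: HEK293 cells stably co-expressing mouse TRPC4beta and mu-opioid receptor | Schedule: Fluo4 dye loading 45 min at room temperature, 110 s recording | Measured by: Kinetic Fluo4 calcium fluorescence, 5 s baseline at 1 Hz | Evaluation: B score of integrated ratio | Controls: Buffer (low) and maximal DAMGO (high)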
ANO1 activ: activates or potentiates the mouse TMEM16A chloride channel; Q8BHY3; B-score at 10 µM; HEK293 TMEM16A/YFP-H148Q/I152L, iodide quench fluorescence; hits give low values; 340,000 compounds, 0.3% hits;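 active means fluorescence-ratio B-score plate-corrected deviation score at least 3 library SD below zero, with starting fluorescence score within 5 deviations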;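 further: channel opened by trigger with iodide after compound preincubation; score built on the fluorescence ratio of max minus min over baseline; more negative score means more quench and so TMEM16A activation or potentiation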
TRPC4 block: inhibitors of mouse TRPC4 channel | Q9QUQ5 | HEK293 TRPC4beta/mu-opioid, DAMGO-evoked Fluo4 calcium flux; hits give low values | B-score at 10 µM | 300,000 compounds, 0.39% hits | AID 2247;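 active means B-score over 3 SD under the library average, no early fluorescence shift, positive overall ratio signal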
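Assay system: HEK293 cells with stable TRPC4beta plus mu-opioid receptor expression. Dosing: single dose. Measured by: Fluo4 Ca2+ flux fluorescence. Also added: DAMGO in two steps, submaximal then maximal. Read-out: B score from integrated Fluo4 fluorescence ratio.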
TRPC6 act: activates the mouse TRPC6 cation channel. B-score at 10 µM. 310,000 compounds, 0.13% hits. Q61143. HEK293-TRPC6 membrane potential dye fluorescence; hits give high values;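 active means B-score of the integrated fluorescence ratio above library mean plus 3 SD, and starting fluorescence ratio within library mean plus 5 SD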;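 further: higher score means more depolarization so channel activation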
MrgX1 agonist: agonists of human MrgX1 receptor | Q96LB2 | MrgX1-HEK293 cells, Fluo-4 calcium fluorescence, agonist mode; hits give high values | B-score at 10 µM | 310,000 compounds, 0.44% hits | AID 588627;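 active means calcium response B-score plate-corrected fluorescence ratio at least 3 library SD, with starting fluorescence B-score inside 5 SD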
Target sequence (Q96LB2 whole entry, looked up): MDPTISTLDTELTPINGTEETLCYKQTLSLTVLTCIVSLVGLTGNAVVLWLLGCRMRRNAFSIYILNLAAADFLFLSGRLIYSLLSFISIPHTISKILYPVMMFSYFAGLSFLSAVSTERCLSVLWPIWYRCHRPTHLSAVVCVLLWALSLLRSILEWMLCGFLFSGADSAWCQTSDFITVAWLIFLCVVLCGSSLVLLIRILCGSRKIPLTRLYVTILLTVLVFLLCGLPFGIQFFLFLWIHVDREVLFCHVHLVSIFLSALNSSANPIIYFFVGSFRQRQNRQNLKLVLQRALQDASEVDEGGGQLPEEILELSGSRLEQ
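Material: MrgX1-expressing HEK293 cells; input: 15,000 cells per well; doses: test compound given as first of three sequential additions; schedule: overnight plating before 1 h dye loading; technique: Fluo-4 NW calcium-flux fluorescence, kinetic read; evaluation: baseline-normalised fluorescence change ratio, B-scored; control set: plate-wise positive and negative controls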
SKKanGAS inh: SKKanGAS growth inhibition; 300,000 compounds, 1.3% hits; AID 1662; S. pyogenes SKKanGAS, kanamycin growth, BacTiter-Glo, 6 h; inhibition, % at 7.5 µM;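 active means mean replicate score, as percent of positive control median, at least 50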;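 further: strain carries kanamycin resistance gene driven by streptokinase promoter and grows in 40 µg/ml kanamycin; loss of luminescence reflects streptokinase promoter inhibition or plain growth inhibition; 0% = median of DMSO wells and 100% = positive control at its reference dose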
TRPC6 inhibitor: inhibitors of mouse TRPC6 channel | B-score at 10 µM | 310,000 compounds, 1.1% hits | HEK293-TRPC6, membrane potential dye, ACh-evoked depolarization; hits give low values | Q61143;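 active means B-score under library mean minus 3 SD, initial fluorescence not abnormally high, positive integrated signal ratio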;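 further: B-score derived from integrated fluorescence ratio over the kinetic read; more negative B-score means stronger inhibition of depolarization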
MrgX1 PAM: allosterically activates human MrgX1 receptor signaling; Q96LB2; B-score at 10 µM; 310,000 compounds, 0.63% hits; MrgX1-HEK293, Fluo-4 calcium flux, FDSS; hits give high values;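 active means plate-corrected calcium response at least 3 library SD above typical, normal starting fluorescence, not activating the receptor alone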;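 further: compound read alongside a low EC10 to EC30 dose of BAM8-22 agonist; peak minus trough fluorescence over baseline measured at the second addition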
TMEM16A inh: inhibitors of mouse TMEM16A calcium-activated chloride channel; Q8BHY3; HEK293 TMEM16A/YFP iodide influx fluorescence, ionomycin; normalized B-score (activity score, 25-100; higher = stronger inhibition) at 10 µM; 310,000 compounds, 1.2% hits; AID 588511;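 active means ratio plate-corrected score three or more library SD toward inhibition, starting fluorescence score within five deviations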;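 further: score derived from kinetic fluorescence span divided by baseline fluorescence per well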
TRPC4 PAM: allosterically enhances the mouse TRPC4 cation channel; B-score at 10 µM; HEK293 TRPC4beta/mu-opioid, DAMGO EC20, Fluo-4 Ca2+ flux; hits give high values; 310,000 compounds, 0.42% hits; AID 2227;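 active means B-score of calcium response area above 5 SD of library B-scores, with initial fluorescence ratio within 5 SD of library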;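 further: B-score of integrated fluorescence ratio over time as area under calcium response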
MrgX1 antag: human MrgX1 receptor antagonism, primary screen; Q96LB2; MRGX1-HEK293 calcium flux, Fluo-4, BAM8-22 antagonism; hits give low values; B-score at 10 µM; 310,000 compounds, 1.3% hits; AID 588676;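 active means calcium-response B-score plate-corrected more than 3 library SD below zero, starting fluorescence within 5 deviations, no agonist response on first addition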;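 further: peak minus trough fluorescence over baseline after final BAM8-22 challenge near maximal dose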
* = called active by the depositor; i = inactive; x = no result given.

Compound | TRPC6 inhibitor | MrgX1 agonist | SKKanGAS inh | TRPC4 block | TRPC4 PAM | TRPC6 act | TMEM16A inh | MrgX1 antag | MrgX1 PAM | TRPC4 agonist | ANO1 activ
CN1CCN(NC(=O)c2ccc(S(=O)(=O)N3CCCCCC3)cc2)CC1 | i | i | -3.8 | i | i | i | i | i | i | i | i
Cc1ccc(S(=O)(=O)NN)c(C)c1N1CCCC1=O | i | i | -0.2 | i | i | i | i | i | i | i | i
CCOC(=O)C1(C)/C(=N/Nc2ccc(S(N)(=O)=O)cc2)C(=O)C(=O)N1c1ccccc1 (centres undefined) | i | i | 4.2 | i | i | i | i | i | i | i | i
CCc1nnc(NS(=O)(=O)c2ccc(NS(=O)(=O)c3ccccc3[N+](=O)[O-])cc2)s1 | i | i | 1.8 | i | i | i | i | i | i | i | x
Cc1cc(NC(=O)Cn2c(=O)c3c(ncn3CC(C)C)n(Cc3ccccc3)c2=O)no1 | i | i | -1.8 | i | i | i | i | i | i | i | i
O=C(NCc1ccccc1Cl)C1CCCN(S(=O)(=O)c2cccc3nsnc23)C1 (centres undefined) | i | i | -4.9 | i | i | i | i | i | i | i | i
CCCc1nnc(SCC(=O)NC2CC2)n1CC | i | i | 5.0 | i | i | i | i | i | i | i | i
Cc1nc(=O)c(-c2ccccc2)c(C)n1CCCO | i | i | -3.1 | i | i | i | i | i | i | i | i
Cc1ccc(Oc2nsnc2N2CCOCC2)cc1 | i | i | 5.7 | i | i | i | i | i | i | i | i
Cc1cc2ccccc2c(=O)n1CC(=O)NCCC1=CCCCC1 | i | i | 0.8 | i | i | i | i | i | i | i | i
CCc1ccc(N(CC(=O)Nc2sc3c(c2C(=O)OC)CCCC3)S(C)(=O)=O)cc1 | i | i | 13.7 | i | i | i | i | i | 8.16* | i | i
CCCCOC(=O)Nc1ccc(C(C)C)cc1 | i | i | -0.5 | i | i | i | i | i | i | i | i
O=C(CN1C(=O)NC2(CCCCC2)C1=O)Nc1ccccc1Cl | i | i | -1.1 | i | i | i | i | i | i | i | i
COC(=O)C1CC(=O)N(CCc2c[nH]c3ccccc23)C1 (centres undefined) | i | i | -4.5 | i | i | i | i | i | i | i | i
CCN(C(=O)c1cccc(F)c1)c1ccccc1C | i | i | 7.1 | i | i | i | i | i | i | i | i
COc1cc(OC)cc(C(=O)Nc2nc3ccccc3[nH]2)c1 | i | i | 59.0* | i | i | i | i | i | i | i | i
C[C@H](NC(=O)C1CCN(S(=O)(=O)c2ccccc2)CC1)C(=O)NCc1cccc(C(F)(F)F)c1 | i | i | -6.6 | i | i | i | i | i | i | i | i
CCN(Cc1ccc(O)cc1)CC1CCCN(CCc2cccc(F)c2)C1 (centres undefined) | i | i | -1.7 | i | i | i | i | i | i | i | i
COc1ccccc1CNC(=O)C(C)Sc1ccc(C)cc1 (centres undefined) | i | i | 8.2 | i | i | i | i | i | i | i | i
Cc1c(CC(=O)O)c(=O)oc2cc3occ(-c4ccc(F)cc4)c3cc12 | i | i | 4.2 | i | i | i | i | i | i | i | i
O=c1cc(N2CCCCC2)c(-c2ccccc2)nn1Cc1cccc(F)c1 | i | i | 6.2 | i | i | i | i | i | i | i | i
O=C(NCc1ccccc1)c1cc[n+](CC(=O)c2cccs2)cc1 | i | i | 5.8 | i | i | i | i | i | i | i | i
O=C(CCCn1c(SCC(=O)c2ccc(F)cc2)nc2ccccc2c1=O)NCc1ccco1 | i | i | -16.0 | i | i | i | i | i | i | i | i
CCOCC(=O)Nc1c(C(=O)Nc2ccc3c(c2)OCO3)oc2ccccc12 | i | i | -6.1 | i | i | i | i | i | i | i | i
CCc1ccc(/C=C2\SC(N3CCCC3)=NC2=O)cc1 | i | i | 8.0 | i | i | i | i | i | i | i | i
Nc1ccccc1Nc1ccccc1 | i | i | 11.7 | i | i | i | i | i | i | i | i
CCNc1nc(NCC)n2c(SCC(=O)Nc3ccc(C)c(C)c3)nnc2n1 | i | i | -13.3 | i | i | i | i | i | i | i | i
COc1cc(O)c(C(CC(=O)N2CCOCC2)c2ccc(N(C)C)cc2)c(OC)c1 (centres undefined) | i | i | -1.3 | i | i | i | i | i | i | i | i
COc1ccccc1/C=C/C=N/N1CCN(Cc2cccc3ccccc23)CC1 | i | i | 1.0 | i | i | i | i | i | i | i | i
CCOc1ccc(N=C(C)c2ccccc2O)cc1 | i | i | -6.3 | i | i | i | i | i | i | i | i
O=C(CCCn1c(=S)[nH]c2cc3c(cc2c1=O)OCO3)NCc1ccccc1Cl | i | i | 12.9 | i | i | i | i | i | i | i | i
COc1ccc(OCC(=O)Nc2ccccc2O)cc1 | i | i | 3.6 | i | i | i | i | i | i | i | i
Clc1ccc(OCCn2ccnc2)c(Br)c1 | i | i | -3.0 | i | 21* | i | i | i | i | i | i
CSc1ccc(CCNS(=O)(=O)c2csc(C(N)=O)c2)cc1 | i | i | -4.9 | i | i | i | i | i | i | i | i
CCN(CC)S(=O)(=O)c1ccc2[nH]cc(C(=O)NC3CC3)c(=O)c2c1 | i | i | -0.3 | i | i | i | i | i | i | i | i
CC(C)=C(NC(=O)c1ccccc1)C(=O)NCCCC(=O)O | i | i | -1.4 | i | i | i | i | i | i | i | i
CCOc1ccccc1NC(=O)c1ccc(CN2CCc3ccccc3C2)cc1 | i | i | -1.3 | i | i | i | i | i | i | i | i
CN(C)/C=C/C(=O)c1cnc(-c2ccccn2)s1 | i | i | 13.8 | i | i | i | i | i | i | i | i
Cc1ccc(-n2c(Cc3cccs3)nnc2SCC(=O)Nc2ccc(S(N)(=O)=O)cc2)cc1 | i | i | 9.2 | i | i | i | i | i | i | i | i
O=C(CCN1C(=O)/C(=C/c2ccccc2)SC1=S)Nc1cccnc1 | i | i | 4.0 | i | i | i | i | i | i | i | i
O=C1CCCCN1CCC(=O)N1CCCC(N2CCN(c3ccccc3)CC2)C1 (centres undefined) | i | i | 0.7 | i | i | i | i | i | i | i | i
COc1ccccc1OCCNC(=O)c1ccc2c(c1)CCC2 | i | i | 3.4 | i | i | i | i | i | i | i | i
COc1ccc(S(=O)(=O)N2CCCCC2)cc1C(=O)N1CCCCCC1 | i | i | 1.2 | i | i | i | i | i | i | i | i
Cc1cc(C)c2oc(C(=O)NCCc3ccc(S(N)(=O)=O)cc3)cc(=O)c2c1 | i | i | 2.2 | i | i | i | i | i | i | i | i
COc1ccccc1NC(=O)C1CC(C)OC1=O (centres undefined) | i | i | -7.7 | i | i | i | i | i | i | i | i
O=S(=O)(Nc1cccc(-c2ccc(N3CCOCC3)nn2)c1)c1ccc(Cl)c(Cl)c1 | i | i | 53.5* | i | i | i | i | i | i | i | i
COc1ccccc1OCCCn1c(=O)sc2ccccc21 | i | i | 4.3 | i | i | i | i | i | i | i | i
NC(=O)CC[C@@H]1NC(=O)[C@@H]2CCCN2C(=O)c2cc([N+](=O)[O-])cc(I)c2NCCCC[C@@H](C(=O)NC(CC(=O)O)C(N)=O)NC1=O (some centres undefined) | i | i | -6.5 | i | i | i | i | i | i | i | i
O=C(CN1CCCN(Cc2ccc(F)cc2)S1(=O)=O)NC1CCCC1 | i | i | -4.6 | i | i | i | i | i | i | i | i
CCOc1ccc(-n2c(SCC(=O)NCc3ccco3)nc3ccccc3c2=O)cc1 | i | i | -6.0 | i | i | i | i | i | i | i | i
CCOc1ccc(NC(=S)Nc2ccccc2C2(C)CC2)cc1 | i | i | -0.4 | i | i | i | i | i | i | i | i
COc1ccc(Cn2nnnc2C(c2cc3cc(C)ccc3[nH]c2=O)N2CCN(C)CC2)cc1 (centres undefined) | i | i | -5.1 | -7* | i | i | i | i | i | i | i
Cc1cnc(NC(=O)CC(C)c2ccccc2)s1 (centres undefined) | i | i | 4.8 | i | i | i | i | i | i | i | i
CCn1nc(NC(=O)C2CCCO2)c2cc3cccc(C)c3nc21 (centres undefined) | i | i | 0.1 | i | i | i | i | i | i | i | i
CC1=NN(c2nc3ccccc3[nH]2)C(=O)C1Cc1ccccc1 (centres undefined) | i | i | 88.9* | i | i | i | i | i | i | i | i
O=C(Nn1c(Cc2ccccc2)nc2ccccc2c1=O)c1c(O)c2cccc3c2n(c1=O)CCC3 | i | i | 71.3* | i | i | i | i | i | i | i | i
CCOc1ccc(NC(=O)N(Cc2ccc(C)cc2)Cc2ccccn2)cc1 | i | i | -1.6 | i | i | i | i | i | i | i | i
Cc1[nH]c2ccccc2c1C(=O)COC(=O)C1CCC1 | i | i | 42.6 | i | i | i | i | i | i | i | i
CC(C)(C)NC(=O)COC(=O)c1cc(Cl)ccc1[N+](=O)[O-] | i | i | -1.8 | i | i | i | i | i | i | i | i
Nc1c(C(=O)C2CC2)sc2nc(-c3ccccc3)cc(C(F)(F)F)c12 | i | i | -23.9 | i | i | i | i | i | i | i | i

Further entries follow:
Compound | TRPC6 inhibitor | MrgX1 agonist | SKKanGAS inh | TRPC4 block | TRPC4 PAM | TRPC6 act | TMEM16A inh | MrgX1 antag | MrgX1 PAM | TRPC4 agonist | ANO1 activ
O=C(NCCOc1cccnc1)C1CCC(=O)N(Cc2ccccc2F)C1 (centres undefined) | i | i | -1.2 | i | i | i | i | i | i | i | i
COC(=O)CSc1nc(N2CCOCC2)c2c(c1C#N)CC(C)(C)OC2 | i | i | -1.5 | i | i | i | i | i | i | i | i
COCCn1c(SC(C)C(=O)NCC2CCCO2)nc2sc3c(c2c1=O)CCC3 (centres undefined) | i | i | 3.3 | i | i | i | i | i | i | i | i
N=C1C(c2nc3ccccc3s2)=C(O)CN1C1CCC(O)CC1 (centres undefined) | i | i | -17.8 | i | i | i | i | i | i | i | x
Cc1ccc(C)n1-c1ccc(C(=O)NN)s1 | i | i | 3.2 | i | i | i | i | i | i | i | i
Cc1cccc(C)c1NC(=O)CSc1ncnc2nc[nH]c12 | i | i | -3.9 | i | i | i | i | -4.72* | i | i | i
CCCCN(c1ccccc1)S(=O)(=O)c1cccc(C(=O)O)c1 | i | i | 1.6 | i | i | i | i | i | i | i | i
O=C(Nc1ccc(F)cc1F)c1csc(-c2ccncc2)n1 | i | i | -1.1 | i | i | i | i | i | i | i | i
COc1cccc(C(=O)COC(=O)CCC(=O)NC2CCCCC2)c1 | i | i | -0.6 | i | i | i | i | i | i | i | i

Source: PubChem
